Screening data deposited in PubChem by The Scripps Research Institute Molecular Screening Center.
PAFAH1B2 FP inh = blocks human PAF acetylhydrolase 1b catalytic subunit 2; recombinant PAFAH1B2, FP-rhodamine activity probe, fluorescence polarization; 1.2% of 340,000 active; inhibition, % at 3.39 µM; P68402;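 active = inhibition above the mean of all tested compounds plus 3 SD, cut at about 24% in these data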;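 also: 0% = enzyme with DMSO and 100% = wells lacking PAFAH1B2; many of its hits are not listed in these tables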
Target sequence (P68402 whole entry, looked up): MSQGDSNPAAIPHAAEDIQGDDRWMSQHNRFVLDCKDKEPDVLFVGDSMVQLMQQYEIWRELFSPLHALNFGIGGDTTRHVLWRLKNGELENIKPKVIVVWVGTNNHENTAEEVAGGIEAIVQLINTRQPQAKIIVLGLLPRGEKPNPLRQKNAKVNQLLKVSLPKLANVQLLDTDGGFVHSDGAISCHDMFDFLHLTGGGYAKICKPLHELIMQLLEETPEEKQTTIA
PAFAH1B3 inh = inhibitors of human PAFAH1B3. Q15102. recombinant PAFAH1B3, FP-rhodamine probe, fluorescence polarization. 0.28% of 340,000 active. inhibition, % at 3.39 µM;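 active = inhibition above the screen-wide average of all tested compounds plus 3 SD, cut at about 25% in these data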;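 also: 0% = enzyme with DMSO only and 100% = wells lacking PAFAH1B3 protein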
PME-1 primary = blocks human protein phosphatase methylesterase 1; recombinant PME-1, FP-Rh probe fluorescence polarization; inhibition, % at 5.9 µM; 0.53% of 320,000 active; AID 2130;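 active = inhibition above the campaign mean of all compounds plus 3 SD, cut at about 26% in these data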;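 also: competitive labeling of PME-1 active site by serine hydrolase directed probe; 0% = PME-1 with DMSO and 100% = wells lacking PME-1 enzyme; inhibitors block probe labeling so polarization falls and inhibition rises; many of its hits are not listed in these tables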
PREPL inh = inhibitors of human prolyl oligopeptidase-like enzyme PREPL; Q4J6C6; recombinant PREPL, fluorescence polarization activity-based probe; inhibition, % at 5.96 µM; 0.68% of 320,000 active; AID 2751; in the data active = inhibition above about 43%;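 also: 0% = enzyme with DMSO and 100% = wells lacking enzyme; many of its hits are not listed in these tables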
LYPLA1 counter = LYPLA1 (human) inhibition in PME1 counter-screen | O75608 | recombinant LYPLA1, FP-Rh probe fluorescence polarization | inhibition, % at 5.9 µM | 0.16% of 320,000 active | AID 2174;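 active = inhibition above the mean of all tested compounds plus 3 SD, set per campaign, cut at about 14% in these data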;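 also: inhibitors block serine hydrolase probe labeling of LYPLA1 so polarization falls; 0% = enzyme with DMSO and 100% = wells lacking LYPLA1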
GSTO1 inh = blocks human GSTO1 in RBBP9 counter-screen; recombinant GSTO1, activity-based probe fluorescence polarization; inhibition, % at 5.96 µM; 1.1% of 300,000 active; AID 1974;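 active = inhibition above the campaign mean inhibition plus 3 SD, cut at about 35% in these data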;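 also: 0% = GSTO1-1 with DMSO and 100% = wells lacking GSTO1-1 enzyme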
LYPLA2 counter = LYPLA2 (human) inhibition in PME1 counter-screen | O95372 | 0.38% of 320,000 active | recombinant LYPLA2, FP-Rh probe fluorescence polarization | inhibition, % at 5.9 µM;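 active = inhibition above the screen-wide mean plus 3 SD, limit set per campaign, cut at about 26% in these data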;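 also: 0% = LYPLA2 with DMSO and 100% = wells lacking LYPLA2 enzyme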
Target sequence (O95372 whole entry, looked up): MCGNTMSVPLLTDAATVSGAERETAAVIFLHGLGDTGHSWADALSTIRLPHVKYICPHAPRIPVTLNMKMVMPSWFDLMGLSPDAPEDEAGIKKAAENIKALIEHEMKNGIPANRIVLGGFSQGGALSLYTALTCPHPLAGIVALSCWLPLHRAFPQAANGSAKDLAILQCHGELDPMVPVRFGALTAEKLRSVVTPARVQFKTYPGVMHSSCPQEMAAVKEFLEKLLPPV
PAD4 FP inh = blocks human protein arginine deiminase 4 | 0.41% of 330,000 active | Q9UM07 | inhibition, % at 6.36 µM | recombinant PAD4, RCA probe fluorescence polarization;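 active = percent inhibition above a cutoff equal to the mean of all tested compounds plus 3 SD, cut at about 15% in these data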;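 also: 0% = PAD4 with RCA probe and DMSO and 100% = probe without PAD4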
pPAFAH FP inh = pPAFAH (human) enzyme inhibition. recombinant pPAFAH, FP-rhodamine probe fluorescence polarization. inhibition, % at 3.39 µM. Q13093. 1.5% of 330,000 active;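 active = inhibition above the mean inhibition across the screen plus 3 SD, cut at about 25% in these data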;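 also: inhibitors block binding of the rhodamine activity-based probe so polarization drops; 0% = enzyme with DMSO and 100% = wells lacking pPAFAH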
Target sequence (Q13093 whole entry, looked up): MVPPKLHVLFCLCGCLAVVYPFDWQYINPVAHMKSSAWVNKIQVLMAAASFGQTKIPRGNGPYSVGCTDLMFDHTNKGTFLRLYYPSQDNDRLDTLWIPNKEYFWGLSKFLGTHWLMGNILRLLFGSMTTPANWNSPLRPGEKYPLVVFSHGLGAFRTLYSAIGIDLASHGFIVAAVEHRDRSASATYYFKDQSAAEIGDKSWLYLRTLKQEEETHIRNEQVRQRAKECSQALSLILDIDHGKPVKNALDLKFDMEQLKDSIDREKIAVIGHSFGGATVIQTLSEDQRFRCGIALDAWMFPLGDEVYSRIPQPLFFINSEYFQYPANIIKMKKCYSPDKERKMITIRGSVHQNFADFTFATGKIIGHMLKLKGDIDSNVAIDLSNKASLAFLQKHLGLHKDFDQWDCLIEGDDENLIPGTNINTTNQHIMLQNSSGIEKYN
* hit, by the source's call; nt = not tested or not shown. An excerpt, so the mix of outcomes need not match the whole.

Each structure is followed by: PAFAH1B3 inh	PAD4 FP inh	PREPL inh	pPAFAH FP inh	PAFAH1B2 FP inh	LYPLA1 counter	PME-1 primary	GSTO1 inh	LYPLA2 counter
O=[N+]([O-])c1cc([N+](=O)[O-])c(Oc2c(F)ccc(F)c2F)cc1NN1CCCCC1
  5	2	-6	0	0	0	3	29	2
CC(=O)Nc1cccc(C(=O)OCCCOc2ccc(F)cc2)c1
  3	0	5	-5	5	-3	3	-2	4
Oc1ccc(C=Nc2ccccc2-c2nc3ccccc3[nH]2)c(O)c1
  4	2	7	3	4	-1	1	7	-2
O=C(CSc1nc2ccc(Cl)cc2[nH]1)c1ccc2c(c1)OCO2
  5	0	-10	0	10	-2	-1	-2	3
O=C(Oc1ccc(-c2nnco2)cc1)N(c1ccccc1)c1ccccc1
  -1	-1	-14	5	17	3	7	4	8
CCOC(=O)c1cnc(N2CCOCC2)[nH]c1=O
  12	-2	-3	-1	6	-1	9	5	7
Cc1cnc(C(=O)OCC(=O)Nc2c(Cl)cc(Cl)cc2Cl)cn1
  2	-7	12	-3	3	1	7	nt	1
O=S(=O)(NC1CC1)c1ccc(S(=O)(=O)N2CCc3ccccc32)cc1
  4	-4	14	8	10	-3	1	5	-3
O=C(N[C@@H](Cc1ccccc1)C(=O)NC1CC1)c1ccc(Cl)cc1
  4	3	1	4	1	3	3	2	4
CC(C)(C)C(=O)O/N=C(\N)c1c(Cl)cccc1Cl
  4	-5	21	-4	1	3	0	18	4
CCN1/C(=C/C(C)=C/c2sc3ccccc3[n+]2CC)Sc2ccccc21
  -277	-144	-403	-117	-182	-156	-338	-362	-328
CC(C)n1c(C(=O)OCC(=O)NCc2ccc3c(c2)OCO3)cc2sccc21
  4	-1	10	0	9	-4	16	3	-1
CCOC(=O)c1cccc(NC(=O)/C=C/c2ccc3c(c2)OCO3)c1
  -8	3	-5	3	-5	-19	-101	-12	-18
CCOC(=O)c1c(NC(=O)CN2C(=O)NC(C)(c3ccccc3)C2=O)sc(C)c1C (centres undefined)
  -5	-4	-5	8	13	-4	-2	2	-3
COC(=O)c1ccc(N)c(N=CC2=C(O)CC(C)(C)CC2=O)c1
  -1	-44	-1	-4	-8	-7	-9	12	-10
O=C(c1ccc(Cl)c(S(=O)(=O)N2CCCCCC2)c1)N1CCN(c2ccc(O)cc2)CC1
  1	-4	4	7	0	2	-4	nt	-1
NC(N)=N/N=C/c1ccc(Br)cc1
  4	0	1	-6	-5	-1	1	4	-4
Cc1cccc(OCC(O)CN2CCN(CCN3C(=O)c4cccc5cccc(c45)C3=O)CC2)c1C (centres undefined)
  8	-4	-6	5	3	-2	-2	-2	32*
O=C(NCc1ccccc1Cl)c1ccc(Cn2cc(C(F)(F)F)ccc2=O)cc1
  -8	-3	-9	6	3	-3	0	-8	6
CC(C)c1ccc(/C=C/C(=O)NCCCN2CCOCC2)cc1
  10	4	6	3	3	1	-9	nt	8

The listing continues.
Each structure is followed by: PAFAH1B3 inh	PAD4 FP inh	PREPL inh	pPAFAH FP inh	PAFAH1B2 FP inh	LYPLA1 counter	PME-1 primary	GSTO1 inh	LYPLA2 counter
COc1ccc(NC2CC(=O)N(c3cccc([N+](=O)[O-])c3)C2=O)cc1 (centres undefined)
  7	-1	13	3	0	-1	-7	3	5
Cc1c(C(=O)O)sc2nc(SCC(=O)Nc3ccc(S(=O)(=O)NC(C)(C)C)cc3)[nH]c(=O)c12
  6	0	17	17	-1	1	8	1	16
O=C(c1ccccc1Cl)c1c(O)c2ccccc2oc1=O
  7	6	11	3	5	0	0	12	2
CCc1cc(C(=O)Cc2nc3ccccc3[nH]2)c(O)cc1O
  7	-6	6	4	5	0	2	-2	5
CCCCN1Cc2ccccc2Oc2cc(Br)ccc2S1(=O)=O
  0	3	nt	3	4	nt	nt	nt	nt
CC(C)S(=O)(=O)C1=NSC2=NC(=O)/C(=C\c3ccc(-c4ccccc4)o3)C(=N)N21
  -2	-11	4	-5	1	-10	-6	-34	-15
O=C(NC(=O)c1ccccc1Cl)Nc1ccc(-c2cnco2)cc1
  -2	0	-3	1	2	-2	-12	-11	-5
N#Cc1ccccc1NC(=O)c1ccccc1OCC(=O)NCc1ccco1
  1	0	-6	3	-1	0	-2	4	4
CC(=O)OC(C(=O)n1nc(C)cc1C)c1ccccc1 (centres undefined)
  -1	5	-6	-2	0	-2	-4	5	5
CCOc1ccccc1N1CCN(C(=O)CNC(=O)c2ccccc2F)CC1
  1	0	7	-1	4	-2	-3	-5	4
Cc1ccc(S(=O)(=O)N2CCOCC2)cc1C(=O)NCCCn1ccnc1
  3	0	-7	5	5	-4	2	-3	-5
COc1ccc(CNC(=O)CN2c3ccccc3S(=O)(=O)c3ccccc32)cc1
  11	-3	-9	9	0	-5	2	0	-1
Cc1cc(C)c(S(=O)(=O)N2CCC(C(N)=O)CC2)cc1C
  1	-5	14	-3	1	-3	6	6	2
CCOC(=O)N1CCC(N2CCN(S(=O)(=O)c3ccc([N+](=O)[O-])cc3)CC2)CC1
  9	1	7	-2	6	6	-2	6	10
COc1cccc(-c2nnn(C/C(N)=N/O)n2)c1
  13	3	12	1	10	-3	3	4	-2
COc1ccc(Nc2cc(Nc3cccc(OC)c3)ncn2)cc1
  11	-3	21	2	-1	0	4	-7	-6
CCC1(CC)NC(=O)N(CC(=O)OCC(=O)NC(=O)c2ccc(Cl)cc2)C1=O
  3	2	-11	2	1	-1	-3	-1	4
Cc1cccn2c(=O)c(/C=C(\C#N)C(=O)NCc3ccco3)c(N3CCCCC3)nc12
  9	-6	3	3	0	-5	0	-3	1
CCN1CCN(C(=O)C2CC(=O)N(c3ccc(Cl)cc3)C2)CC1 (centres undefined)
  4	8	13	4	-2	3	0	2	-1
Fc1ccc(-c2nnc(CSc3nnc(-c4cccs4)o3)o2)cc1
  0	2	-13	5	5	-2	2	10	7

(continued)
Each structure is followed by: PAFAH1B3 inh	PAD4 FP inh	PREPL inh	pPAFAH FP inh	PAFAH1B2 FP inh	LYPLA1 counter	PME-1 primary	GSTO1 inh	LYPLA2 counter
CCOc1ccc(CN(C)CC(O)COC(c2ccc(OC)cc2)c2ccc(OC)cc2)cc1 (centres undefined)
  4	-1	19	9	6	1	1	-1	-6
CCOc1cc(C(=O)NC(=S)Nc2nc(C)cc(C)n2)cc(OCC)c1OCC
  5	1	4	1	2	0	-6	-5	-8
Cc1cc(C)nc(SCc2nnc(SCC(=O)Nc3nccs3)n2Cc2ccco2)n1
  3	-3	2	5	-2	-1	-4	4	8
CC(OC(=O)Cn1c(C(F)(F)F)nc2ccccc21)C(=O)N1CCCc2ccccc21 (centres undefined)
  0	0	11	-2	0	-1	-1	2	-6
COc1ccc(Nc2ccc3c(c2)=NC2(CCCCC2)[N+]=3[O-])cc1
  11	8	21	6	9	0	8	54*	4
CC1(C)Cc2noc(N)c2C(C)(C)N1OC(=O)c1ccco1
  2	-4	-6	-3	4	2	-3	-3	8
O=C(N/N=C/c1cc([N+](=O)[O-])cc(Br)c1O)C12CC3CCC(CC(C3)C1)C2
  7	3	10	19	23	-1	-5	10	1
O=C1CC(Cc2ccccc2)C(=O)N1CCc1ccc2c(c1)OCO2 (centres undefined)
  7	-3	-42	2	8	1	0	2	12
COc1ccc(N(C(=O)CNC(=O)c2ccco2)C(C(=O)NC2CCCC2)c2ccc(C)o2)cc1 (centres undefined)
  10	-3	7	6	4	0	3	4	6
CN1CCN(S(=O)(=O)c2ccc(NC(=S)NC(=O)c3ccccc3)cc2)CC1
  2	-8	6	-8	5	-2	-4	-4	2
CC(C)N(C(=O)[C@H]1C[C@H](CC(=O)NCc2ccco2)C(=O)N2CCc3c([nH]c4cc(-c5ccco5)ccc34)[C@]12C)C(C)C
  5	1	nt	10	0	nt	nt	nt	nt
CCOC(=O)C1(Cc2ccccc2C(F)(F)F)CCN(CCCn2cccn2)CC1
  5	-3	-51	-3	6	-4	-5	15	-4
O=S1(=O)CCN2C(=N1)Sc1c2ccc2c1CCCC2
  -1	1	1	0	-1	2	1	3	5
O=C(c1cc(-c2ccccc2)nn1CC1CC(c2cccnc2)=NO1)N1CCOCC1 (centres undefined)
  11	2	-3	6	4	1	3	0	1
CC1CN(C2CCCCC2)c2nc3c(c(=O)n(C)c(=O)n3C)n2C1 (centres undefined)
  -4	0	6	10	-1	2	-1	6	6
CCn1c(NCCCO)nc2c(c1=O)C(C)(CC)Cc1ccccc1-2 (centres undefined)
  3	4	9	3	11	-1	-5	2	2
COc1ccc(NC(=O)c2ccccc2SC)cc1OC
  8	-3	8	3	2	0	-2	-5	-5
COc1ccc2sc(-c3ccc(S(C)(=O)=O)cc3)c(C#Cc3cncn3C)c2c1
  3	3	13	-1	4	nt	nt	nt	nt
CN(C)S(=O)(=O)c1cc(NC(=O)CN2CCc3ccccc32)ccc1Cl
  -7	-6	-12	-4	-2	-15	-8	-14	-37
O=C(NNC(=O)c1ccc2ncccc2c1)c1ccc(Cl)cc1
  -2	-4	-16	7	2	-2	5	-4	-2

(next part)
Each structure is followed by: PAFAH1B3 inh	PAD4 FP inh	PREPL inh	pPAFAH FP inh	PAFAH1B2 FP inh	LYPLA1 counter	PME-1 primary	GSTO1 inh	LYPLA2 counter
COc1ccc(/C=C/C(=O)N(CC(C)C)C2CCS(=O)(=O)C2)cc1 (centres undefined)
  1	-6	17	-1	5	-2	-2	2	-2
CC(C)NC(=O)NC(=O)COc1cccc2c1OC(C)(C)C2
  7	-1	7	2	4	-1	1	10	21
O=C1NC(=S)N/C1=C/c1ccc2c(c1)OCO2
  0	1	-1	1	3	-1	2	1	-12
O=S(=O)(NCc1ccco1)c1cccc(S(=O)(=O)N2CCOCC2)c1
  0	-2	3	8	4	6	1	9	9
CCCNS(=O)(=O)c1cc2c3c(c1)CCN3C(=O)CC2
  5	-2	-2	9	2	0	-1	-1	-6
CN(C)c1ccc(/C=N/NC(=O)c2ccnn2C)cc1
  2	1	-3	2	4	-1	1	3	1
Cc1ccc(CC(=O)NC2CCCc3ccccc32)cc1C (centres undefined)
  3	-2	-5	5	2	-1	19	0	3
CCOC(=O)c1csc(-c2ccc([N+](=O)[O-])cc2)n1
  3	-1	5	8	1	-2	-7	13	1
Cc1cccc(N2CC(C(=O)NC3CCCCCC3)CC2=O)c1C (centres undefined)
  8	6	10	2	9	nt	nt	nt	nt
CCOc1ccc(C(=O)CCC(=O)O)cc1
  9	0	-1	2	0	-2	5	2	1
O=C(NC(=S)N1CCCC(C(F)(F)F)C1)c1ccc(F)cc1 (centres undefined)
  1	1	3	0	8	0	0	3	1
COC(=O)CCC(=O)OC1(C)C(=O)C2=CN(CCCCO)C(c3ccc(OC)cc3)=CC2=C(Br)C1=O (centres undefined)
  nt	28*	55*	8	nt	2	6	66*	3
COC(=O)C(Cc1ccccc1)NC(=O)CC(C)CC(=O)Nc1ccc(C)cc1 (centres undefined)
  3	-6	-1	3	1	3	-12	2	0
O=C(C/C=N/OCc1ccc(Cl)cc1Cl)c1ccccc1
  5	2	0	2	4	-3	0	2	-5
O=C(CO)N/N=C/c1c2ccccc2cc2ccccc12
  14	-2	6	5	0	-1	0	-6	0
O=C(Nc1cccc(OCC(=O)N2CCOCC2)c1)c1cccc(Cl)c1
  -8	2	6	3	4	-1	-1	2	2
O=C1NC(=Nc2ccccc2)S/C1=C\c1ccccc1
  -5	2	14	9	-2	-2	-13	-11	-4
CC(=O)Nc1ccc2c(c1)ncn2C
  6	0	-9	8	3	-1	-1	-3	5
Cn1c(=O)c2c(n3cnnc13)-c1ccccc1CC21CCCC1
  10	-1	15	-11	22	-1	6	2	-2
